# BRCA1 expr up – activators of BRCA1 expression. MCF7-BRCA1-FFLuc reporter, luminescence, 48 h; response scale: scaled: vehicle 0%, 10 µM genistein 100%. Potency, µM (highest dose often 46.1 µM), for inactives: at the top dose activation, actives largely listed as activators. 380,000 tested, 1.1% active. AID 624202; further: potency means the concentration at half of the fitted maximal effect; nearly all actives have a fitted effect of over 80% in size; some results filed as inactive show a strong effect at the top dose
#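 MCF7 cells carrying a BRCA1-firefly luciferase reporter (2000 cells/well, phenol-red free MEM) were attached for 2 h at 37 °C, then given compounds for 48 h. Luminescence was read 15 min after luciferase reagent; activity normalized to genistein (10 microM) and DMSO.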
# TRPV1 ag – agonists of human vanilloid receptor 1 (TRPV1) | Q8NER1 | TRPV1-expressing cells, Fluo-8 calcium influx, agonist mode | activation, % at 8.33 µM | 320,000 tested, 0.19% active | AID 540275; in the data active means activation above about 80%; inconclusive means between about 30% and that limit; further: 0% is about no effect
# Target sequence (Q8NER1 whole entry, looked up): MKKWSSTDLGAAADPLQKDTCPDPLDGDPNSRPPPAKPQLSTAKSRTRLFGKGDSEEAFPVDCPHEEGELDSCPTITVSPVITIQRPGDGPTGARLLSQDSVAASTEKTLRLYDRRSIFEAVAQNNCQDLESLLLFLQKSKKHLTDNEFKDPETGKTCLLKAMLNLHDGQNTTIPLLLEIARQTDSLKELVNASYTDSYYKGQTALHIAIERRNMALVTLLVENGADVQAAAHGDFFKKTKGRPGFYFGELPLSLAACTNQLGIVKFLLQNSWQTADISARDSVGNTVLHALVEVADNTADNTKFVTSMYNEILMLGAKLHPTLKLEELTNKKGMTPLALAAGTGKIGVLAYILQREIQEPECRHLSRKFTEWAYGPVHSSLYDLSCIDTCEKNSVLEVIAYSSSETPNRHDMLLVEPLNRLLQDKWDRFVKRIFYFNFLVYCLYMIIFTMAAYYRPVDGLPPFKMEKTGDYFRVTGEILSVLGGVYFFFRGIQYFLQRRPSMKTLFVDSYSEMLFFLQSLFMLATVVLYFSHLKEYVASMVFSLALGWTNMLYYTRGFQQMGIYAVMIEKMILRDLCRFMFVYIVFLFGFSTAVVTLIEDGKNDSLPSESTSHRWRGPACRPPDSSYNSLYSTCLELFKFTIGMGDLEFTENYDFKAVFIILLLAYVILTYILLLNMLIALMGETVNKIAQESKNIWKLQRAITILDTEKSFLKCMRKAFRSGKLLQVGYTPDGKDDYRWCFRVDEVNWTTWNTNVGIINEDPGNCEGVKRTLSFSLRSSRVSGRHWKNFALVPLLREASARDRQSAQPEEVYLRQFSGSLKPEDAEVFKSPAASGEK
#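 TRPV1-expressing cells were cultured overnight at 35.5C and loaded with Fluo-8 calcium dye for 40 to 90 min at room temperature. After a 10 s baseline, compound was added and calcium influx was read kinetically for 3 min (ex 480/em 520 nm).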
# a7 integrin act – activators of alpha7 integrin expression for muscular dystrophy | alpha7betagal myoblasts, beta-gal FDG fluorescence, 48 h | Potency, µM (doses to about 38.3 µM), for inactives: at the highest dose activation, hits mostly activators | 350,000 tested, 0.064% active | AID 624291;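 further: potency means the concentration at half of the fitted maximal effect; 100% = response of the positive control SU9516; nearly all actives have a fitted effect of over 60% in size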
#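 Alpha7betagal+/- myoblasts (passage 13) were plated 16-24 hr, then exposed to compounds (1:260 dilution of DMSO stock) for 48 hours at 37C. After MPER lysis, β-galactosidase reporter activity was read as FDG fluorescence (ex 480/em 540) after 30 minutes.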
# TCR activator – activators of T cell receptors. primary human leukocytes, anti-CD3, IL-2 HTRF, 48 h. Potency, µM (top dose mostly 9.22 µM), inactives show at the top dose activation of IL-2 secretion, hits mostly activators. 330,000 tested, under 10 active. AID 504894; further: % of control where 0% means no effect
#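 48 hr co-incubation of compounds, a-CD3 beads and primary human leukocytes; IL-2 quantified homogeneously by HTRF with anti-IL-2 K and d2 conjugates.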
# A-T KAP1 phos – potential ataxia-telangiectasia treatments restoring KAP-1 phosphorylation; […] A-T fibroblasts, KAP-1 phosphorylation AlphaLISA; neocarzinostatin DNA damage 30 min before lysis; Potency, µM (highest dose often 57.5 µM), for the others: at the top dose activation, usual class: activators; 320,000 tested, 0.19% active; further: potency means the concentration at half of the fitted maximal effect; % of control where 0% means no effect; nearly all actives have a fitted effect of over 45% in size
#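 ATM-like activity read as KAP-1 phosphorylation via AlphaLISA donor/acceptor antibody pairs after lysis and 6 hr at 25C. Cells were ATM-null patient fibroblasts ([…], hTERT), dosed 60 min, then exposed to the DSB inducer NCS for 30 min.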
# MLL CXXC-DNA inh – MLL CXXC-DNA interaction inhibition; AID 2662; 290,000 tested, 0.037% active; Potency, µM (doses to about 115 µM), for inactives: at the highest dose activity change, negative = inhibition, hits mostly inhibitors; Q03164; MLL-CXXC / FITC-HOXA9 DNA fluorescence polarization; active means well fitted inhibition curve with a large enough effect in the polarisation, with a control signal flat, not every such curve was filed as active; inconclusive means small, poorly fitted or top-dose-only effect, or effect the other way, or a change in a side signal; inactive means no such curve, though single readings can be large or run the other way; the % refers to the polarisation; further: potency means the concentration at half of the fitted maximal effect
#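 Fluorescence polarization: 7 uM MLL-CXXC (stock) preincubated 5 min with compounds, then 50 nM fluorescein-HOX-A9 DNA (stock) added; 30 min ambient. Buffer 50 mM Tris-HCl pH 7.5, 50 mM NaCl, 1 mM DTT, 0.05% BSA.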
# ELG1 repair inh – blocks ELG1-dependent DNA repair in HEK293T cells. Potency, µM (top dose mostly 46.1 µM), without a hit: at the highest dose activity change, negative = inhibition, most hits filed as inhibitors. 330,000 tested, 2.3% active. HEK293T ELG1-luciferase reporter, luminescence, 16 h; DNA damage induced by 5-fluorouridine; further: potency means the concentration at half of the fitted maximal effect; on the % scale 0 is the no-effect control and ±100 the full control effect; nearly all actives have a fitted effect of over 55% in size
#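 Luminescence from the luciferase reporter, measured 30 min after ONE-Glo reagent at room temperature, was the read-out. Beforehand, 2,000 cells per well were exposed for 16 hr at 37 °C to 5-fluorouridine together with compound or vehicle.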
# p53 reactivator – restores transcriptional activity of mutant p53; Potency, µM (highest dose often 92.2 µM), inactives show top-dose activity change, positive = activation, most hits filed as activators; H1299 p53-A138V BP100-luciferase reporter, luminescence, 24 h; 320,000 tested, 0.063% active; further: potency means the concentration at half of the fitted maximal effect; % of control where 0% means no effect; nearly all actives have a fitted effect of over 45% in size
#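 p53-null H1299 cells stably carrying temperature-sensitive p53-A138V and a BP100-luciferase reporter were pinned with compounds (4-point, 1:5 series) and held 24 hrs at 37 deg C. Luminescence was read 10 min after detection reagent.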
# B2AR arrestin – beta2AR (human) beta-arrestin recruitment activity; P07550; beta-arrestin recruitment to beta2AR, cell-based reporter; Potency, µM (series often up to 46.1 µM), for inactives: at the top dose activation, usual class: activators; 330,000 tested, 0.02% active; AID 492947;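 further: potency means the concentration at half of the fitted maximal effect; 0% = DMSO controls and full agonism = EC100 isoproterenol or metaproterenol; nearly all actives have a fitted effect of over 65% in size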
# TSG101-PTAP inh – blocks PTAP/TSG101 interaction to inhibit HIV-1 budding; Q99816; Fluorescence polarization, FITC-PTAP peptide / Tsg101 binding; Potency, µM (series often up to 115 µM), for the others: top-dose activity change, negative = inhibition, hits mostly inhibitors; 340,000 tested, under 10 active; active means well fitted inhibition curve with a large enough effect in the main read-out, with a control signal flat, not every such curve was filed as active; inconclusive means small, poorly fitted or top-dose-only effect, or effect the other way, or a change in a side signal; inactive means no such curve, though single readings can be large or run the other way; further: potency means the concentration at half of the fitted maximal effect; % of control where 0% means no effect
#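 Tsg101 binding domain (10 uM final) was mixed with compound and a FITC-labeled PTAP peptide (50 nM final) in HEPES pH 7.5 buffer with NaCl, Tween 20, EDTA and TCEP; fluorescence polarization was read after 20 min at r.t.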
# Active calls of the source: *; ? = inconclusive; · = no result given; [ ] = another dose, or the depositor's remark. Unless noted, the call rests on the fitted dose curve; in most records, active means well fitted curve in the direction sought with a large enough effect; inconclusive means small, poorly fitted or top-dose-only effect, or another doubt; inactive means no such curve, though single readings can be large; an effect the other way counts as inactive or inconclusive.
SMILES,BRCA1 expr up,TRPV1 ag,a7 integrin act,TCR activator,A-T KAP1 phos,MLL CXXC-DNA inh,ELG1 repair inh,p53 reactivator,B2AR arrestin,TSG101-PTAP inh
O=C(CS(=O)(=O)c1ccc(F)cc1)NCc1ccccc1,2%,1,-26%,2%,1%,·,13%,25%,0.4%,-7%
CC(=O)N1c2ccc(S(=O)(=O)N3CCC(C(=O)Nc4cccc(F)c4)CC3)cc2CC1C (stereo unspecified),-18%,2,-60%[inhibitor],2%,3%,1%,?,1%,0.1%,-5%
CN(CCOC(=O)/C=C/c1ccco1)Cc1ccccc1,0%,-2,8%,-4%,-1%,26%,12%,3%,-0.4%,-3%
CC(=O)N1CCN(Cc2ccc(Br)s2)CC1,12%,1,-2%,-3%,1%,14%,7%,-3%,-0.2%,-2%
O=C1CC(c2ccccc2)CC(O)=C1C=Nc1ccc(O)cc1 (stereo unspecified),-14%,22,14%,-6%,1%,-2%,?,2%,-1.1%,-4%
O=c1[nH]cnc2c1c(-c1ccccc1)cn2-c1ccc(F)cc1,-72%,4,-10%,2%[46.1 µM],2%,2%,-3%,-1%,-0.1%,-1%
Cn1c(=O)c2c(nc(N3CCCCC3)n2CC(O)COc2ccccc2)n(C)c1=O (stereo unspecified),22%,0,-20%,·,-1%,-6%,-2%,·,0.0%,-4%
COc1cccc(CN(C)C(=O)c2ccc(Oc3ccccc3)cc2)c1OC,-41%,-3,-30%,-4%,10%,-1%,25%,0%,2.9%,1%
CC1=CC(C)C2(CO)COC(c3ccc(O)cc3)C1C2C (stereo unspecified),-35%,3,-7%,-3%,-1%,-19%,-1%,-4%,0.0%,-1%
O=C(Nc1cccc(Cl)c1)c1ccc2c(c1)SC1=NS(=O)(=O)CCN12,-16%,-5,-10%,-3%,6%,?,?,-2%,-0.3%,-3%
N#CC1(NC(=O)COc2ccc3oc4ccccc4c3c2)CCCCC1,15%,-7,-7%,4%[46.1 µM],10%,5%,2%,-4%,-0.2%,0%
O=C(O)c1cc2ncc(-c3[nH]ncc3[N+](=O)[O-])cn2n1,8%,1,4%,-4%,-3%,1%,-11%,0%,-0.3%,-2%
O=C(NC1CC1)c1ccc(CSCc2ccccc2Cl)o1,30%,?,?,-9%,2%,1%,-15%,17%,-0.3%,-3%
CCCOC(=O)c1ccc(NC(=O)C2C3C=CC(O3)C2C(=O)O)cc1 (stereo unspecified),18%,-5,-19%,1%,7%,4%,?,8%,0.4%,-4%
CC(=O)Nc1ccc(OCc2ccc3c(c2)OCO3)cc1,2.5µM*,-1,17%,-6%,3%,3%,?,9%,-0.8%,-8%
CC1NC(=S)N(C2CCCCC2)C1=O (stereo unspecified),-15%,1,-21%,-2%,-5%,0%,2%,2%,0.2%,0%
CSc1ncccc1C(=O)N1CCCC(C(=O)c2cc(F)ccc2F)C1 (stereo unspecified),0%,-1,4%,2%,3%,-5%,-12%,-5%,-0.7%,-2%
COc1ccc(N(C(=O)c2snc(C(N)=O)c2N)C(C(=O)NC2CCCC2)c2ccc(C)o2)c(OC)c1 (stereo unspecified),-18%,?,-3%,-1%,-4%,12%,-8%,-2%,-0.1%,5%
O=C(NN=C1CCCC1)c1cccc(O)c1,10%,4,16%,-1%,2%,6%,-2%,?,-0.1%,-3%
CN1CCC(NC(=O)Nc2cccc(C(F)(F)F)c2)CC1,-9%,0,-35%,-1%,-1%,6%,1%,4%,-0.3%,-1%
CC(C)COc1ccc(C(=O)Nc2ccc([N+](=O)[O-])cc2)cc1,51%,?,7%,-9%,0%,-1%,1.5µM*,19%,-0.4%,2%
CC(NC(=O)c1cccs1)C(c1cccs1)N1CCOCC1 (stereo unspecified),-5%,0,-1%,-10%[46.1 µM],10%,-3%,-14%,-6%,-0.7%,-1%
COc1cccc(NC(=O)CN2C(=O)NC(Cc3c[nH]c4ccccc34)C2=O)c1 (stereo unspecified),-16%,·,?,-1%,-16%,·,?,1%,4.1%,-8%
CCC(=O)NC(=S)NNC(=O)c1ccccc1[N+](=O)[O-],-1%,1,23%,6%,2%,9%,-2%,0%,0.1%,-3%
Oc1ccc(N2CCN(C(=S)NCc3ccccc3)CC2)cc1,-27%,12,-34%,9%,3%,7%,?,-5%,-0.1%,-1%

# The list continues:
SMILES,BRCA1 expr up,TRPV1 ag,a7 integrin act,TCR activator,A-T KAP1 phos,MLL CXXC-DNA inh,ELG1 repair inh,p53 reactivator,B2AR arrestin,TSG101-PTAP inh
N/C(=N\OC(=O)CCC1CCCC1)c1ccc([N+](=O)[O-])cc1,?,9,-11%,-2%,10%,17%,-9%,10%,0.4%,1%
CN(CC(=O)Nc1c(Cl)cccc1Cl)C(=O)c1ccncc1,21%,-1,-38%,1%,14%,4%,-15%,-15%,-0.1%,-1%
CC1(C)CC(C(CC(=O)O)c2ccccc2)CCO1 (stereo unspecified),-11%,4,17%,-1%,2%,5%,-33%,5%,-1.1%,5%
CCc1ccc(OCCNC(=O)c2cc(SC)ccc2Cl)cc1,-16%,12,22%,-38%,12%,-9%,-3%,-2%,-0.3%,-3%
O=C(Nc1ccc(NC(=O)c2cccc([N+](=O)[O-])c2)cc1)c1cccc([N+](=O)[O-])c1,35%,9,-2%,·,4%,-11%,?,24%,-0.3%,-4%
CCOc1ccc(N/N=C(/C#N)C(N)=O)cc1,57%,-1,24%,3%,-11%,-10%,?,3%,0.0%,-6%
COc1cc(OC)c(C(=O)O/N=C(\N)c2ccc(C)cc2)cc1OC,-17%,1,5%,-4%,20%,17%,20%,17%,0.5%,-1%
CCC(=O)c1ccc(OCCn2cncn2)cc1,0%,18,-1%,-2%,17%,6%,7%,15%,0.0%,-5%
O=C(C1CC(=O)N(c2ccccc2)C1)N1CCN(c2ccccc2F)CC1 (stereo unspecified),-4%,1,29%,-3%,3%,11%,-14%,-6%,0.3%,-4%
CCCCC(NC(=O)c1ccc(C#N)cc1)C(=O)NCCC (stereo unspecified),7%,-5,36%,0%,5%,·,17%,3%,0.1%,·
O=C1NC(=O)/C(=C/c2ccccc2OCc2ccccc2)S1,-37%,1,10%,3%,-2%,-23%,-4%,-4%,0.1%,-3%
O=C(Nc1ccccc1Cl)c1cccc(NS(=O)(=O)c2ccccc2)c1,·,2,·,·,5%,3%,0%,-8%,0.3%,·
O=[N+]([O-])c1ccc(N2N=C(c3ccco3)CC2c2ccccc2)cc1 (stereo unspecified),-30%,7,-8%,6%,6%,?,-3%,-2%,8.1%,0%
COC(=O)C/C=C/[C@@H](C)[C@@H](/C=N/O[C@H](C)c1cn([C@@H]2COC[C@H]2O)nn1)NS(=O)(=O)c1ccc(C)cc1,·,0,·,·,-8%,-6%,-1%,-1%,0.2%,·
CCOc1ccccc1NC(=O)NCCC1=CCCCC1,-4%,?,21%,-5%,2%,-1%,-16%,1%,-0.5%,1%
CCOC(=O)N1CCN(c2ncnc3nc[nH]c23)CC1,21%,1,-5%,-6%,-1%,-2%,27%,1%,-0.2%,1%

# A draw from above in order of count of non-hydrogen atoms, largest number first:
SMILES,BRCA1 expr up,TRPV1 ag,a7 integrin act,TCR activator,A-T KAP1 phos,MLL CXXC-DNA inh,ELG1 repair inh,p53 reactivator,B2AR arrestin,TSG101-PTAP inh
COC(=O)C/C=C/[C@@H](C)[C@@H](/C=N/O[C@H](C)c1cn([C@@H]2COC[C@H]2O)nn1)NS(=O)(=O)c1ccc(C)cc1,·,0,·,·,-8%,-6%,-1%,-1%,0.2%,·
O=C(C1CC(=O)N(c2ccccc2)C1)N1CCN(c2ccccc2F)CC1 (stereo unspecified),-4%,1,29%,-3%,3%,11%,-14%,-6%,0.3%,-4%
O=C1CC(c2ccccc2)CC(O)=C1C=Nc1ccc(O)cc1 (stereo unspecified),-14%,22,14%,-6%,1%,-2%,?,2%,-1.1%,-4%
N/C(=N\OC(=O)CCC1CCCC1)c1ccc([N+](=O)[O-])cc1,?,9,-11%,-2%,10%,17%,-9%,10%,0.4%,1%
CN(CCOC(=O)/C=C/c1ccco1)Cc1ccccc1,0%,-2,8%,-4%,-1%,26%,12%,3%,-0.4%,-3%
O=C(O)c1cc2ncc(-c3[nH]ncc3[N+](=O)[O-])cn2n1,8%,1,4%,-4%,-3%,1%,-11%,0%,-0.3%,-2%
CCC(=O)c1ccc(OCCn2cncn2)cc1,0%,18,-1%,-2%,17%,6%,7%,15%,0.0%,-5%
CC(=O)N1CCN(Cc2ccc(Br)s2)CC1,12%,1,-2%,-3%,1%,14%,7%,-3%,-0.2%,-2%

# Screens (PubChem BioAssay)

# An unsorted share of the library. About 3.8% of those tested had a hit in this group.
